TDP1 inh: blocks human tyrosyl-DNA phosphodiesterase 1; Q9NUW8; recombinant TDP1, AlphaScreen DNA substrate cleavage; Potency, µM (titrated, usually from 130 µM), inactives show top-dose activity change, negative = inhibition, usual class: inhibitors; 0.28% of 350,000 active; further: nearly all actives have a fitted effect of over 40% in size
Target sequence (Q9NUW8 whole entry, looked up): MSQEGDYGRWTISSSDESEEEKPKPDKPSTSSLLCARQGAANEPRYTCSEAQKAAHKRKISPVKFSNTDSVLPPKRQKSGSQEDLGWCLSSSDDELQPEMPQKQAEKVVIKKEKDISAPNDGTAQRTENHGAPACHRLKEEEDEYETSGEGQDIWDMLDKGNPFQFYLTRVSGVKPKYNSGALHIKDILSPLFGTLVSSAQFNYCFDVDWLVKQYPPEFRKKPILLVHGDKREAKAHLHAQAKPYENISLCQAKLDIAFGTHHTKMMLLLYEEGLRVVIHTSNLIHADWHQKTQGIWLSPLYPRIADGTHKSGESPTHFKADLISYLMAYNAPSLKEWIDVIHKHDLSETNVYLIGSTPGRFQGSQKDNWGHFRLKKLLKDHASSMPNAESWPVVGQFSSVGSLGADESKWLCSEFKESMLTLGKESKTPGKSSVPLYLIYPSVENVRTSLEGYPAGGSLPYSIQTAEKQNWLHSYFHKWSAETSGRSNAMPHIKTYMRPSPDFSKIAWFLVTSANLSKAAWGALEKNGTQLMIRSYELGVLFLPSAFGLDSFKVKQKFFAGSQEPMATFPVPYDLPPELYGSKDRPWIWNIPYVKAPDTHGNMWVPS
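Compounds were preincubated with Tdp1 (1 nM final) for 15 min at room temperature before substrate (15 nM final) started a 5 min reaction; beads (10 ug/ml final) were then added for 10 min before AlphaScreen detection.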
KAT2A inh: GCN5L2 (KAT2A) acetyltransferase inhibition | GCN5L2 HAT assay, ThioGlo1 CoA-SH fluorescence | Potency, µM (doses to about 58.9 µM), for inactives: top-dose activity change, negative = inhibition, usual class: inhibitors | 0.21% of 390,000 active
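Fluorescence readout, Ex340nm/Em540nm: ThioGlo1 (50uM final) reacts with free CoA thiol released as 20nM GCN5L2 acetylates H3(1-25) peptide (75uM) using acetyl-CoA (70uM). Compound and enzyme sat 15 min beforehand; 20 min room-temperature reaction.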
DT40 TDP1 no CPT: qHTS for Inhibitors of human tyrosyl-DNA phosphodiesterase 1 (TDP1): qHTS in cells in absence of CPT. Potency, µM (highest dose often 46.2 µM), for the others: at the highest dose activity change, negative = growth inhibition, most hits filed as inhibitors. 15% of 420,000 active. DT40 Tdp1-/- hTDP1 cells, no CPT, ATP luminescence, 48 h; further: nearly all actives have a fitted effect of over 55% in size
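Chicken DT40 Tdp1-/- cells stably complemented with human TDP1 were seeded at 400 cells/well with DMSO in place of 20 nM camptothecin. After compound pinning, cells grew at least 48 hr at 37 °C; viability read by CellTiter-Glo luminescence.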
* = called active by the depositor; ? = inconclusive; . = no result given; & = joins results of further samples; [ ] = dose if it differs, or a comment. The call rests on the fitted dose curve; in most records, active means well fitted curve in the direction sought with a large enough effect; inconclusive means small, poorly fitted or top-dose-only effect, or another doubt; inactive means no such curve, though single readings can be large; an effect the other way counts as inactive or inconclusive. On the % scale 0 is the no-effect control and ±100 the full control effect; potency means the concentration at half of the fitted maximal effect. A portion of the library, so the mix of outcomes need not match the whole.

nr	smiles	KAT2A inh	DT40 TDP1 no CPT	TDP1 inh
1	COC(=O)c1ccc(/C=N/OCC(=O)Nc2cc(F)ccc2F)cc1	-11%	?	3%
2	COc1ccc(OCCC(=O)Nc2ccc(S(N)(=O)=O)cc2)cc1	1%	-8%	5%
3	COc1ccccc1CN1CCCC2(CCN(S(=O)(=O)c3ccccc3)CC2)C1	-1%	-8%	.
4	Cc1ccc(C(=O)Nc2ccc(S(=O)(=O)N3CCCC3)cc2)cc1	-7%	?	8%
5	CCC(=O)c1ccc(OCc2ccc(C(=O)OC)cc2)c(OC)c1	3%	?	0%
6	COc1ccc(C(=O)/C(=C/O)N=Nc2ccc(F)cc2)cc1	-16%	?	9%
7	O=C(c1ccccc1)N1CCC(=O)N1c1ccccc1	11%	4%	2%
8	Cc1cc(C)c(C#N)c(SC(C(=O)NC(C)(C)C)c2ccccc2)n1 (centres undefined)	0%	-27%	4%
9	Cn1c(=O)n(C)c2cc3[nH]cnc3cc21	52%	2%	.
10	O=C(C1CC(=O)N(c2ccc(F)cc2)C1)N1CCN(c2ccc(F)cc2)CC1 (centres undefined)	0%	-29%	3%
11	CC1(C)OCC(COC(=O)Nc2cccnc2)([N+](=O)[O-])CO1	3%	-15%	5%
12	O=C(c1ccccc1)c1cnc(Nc2ccccc2Cl)s1	-7%	-8%	-2%
13	CC(C)c1ccc(NC(=O)Cc2c(C(=O)O)n(C)c3ccccc23)cc1	-7%	9%	.
14	COc1ccc(-c2csc(Nc3ccc(S(=O)(=O)Nc4cc(C)on4)cc3)n2)cc1	-7%	-1%	8%
15	Cc1ccc(NC(=O)CCNC(=O)c2ccc([N+](=O)[O-])cc2)cc1S(=O)(=O)N(C)C	0%	?	5%
16	Cc1ccc(O)c(NC(=O)c2noc3c2CCCC3)c1	-8%	?	0%
17	N=C1SCC(=O)N1/N=C/c1ccccc1	-7%	-11%	2%
18	Cc1ccc(-c2ccc(/C=N/N3C(=O)C4C5C=CC(CC5)C4C3=O)o2)c([N+](=O)[O-])c1 (centres undefined)	-1%	?	9%
19	Cc1cc(=O)[nH]c(-n2[nH]c(C)cc2=O)n1	5%	-6%	3%
20	COCCNC(=S)N(C)C1(c2ccccc2Cl)CCCCC1=O (centres undefined)	1%	0%	3%

Rewritten with two lines to a compound: part of the list above.
Results follow in this order: KAT2A inh | DT40 TDP1 no CPT | TDP1 inh
#5 CCC(=O)c1ccc(OCc2ccc(C(=O)OC)cc2)c(OC)c1
→ 3% | ? | 0%
#15 Cc1ccc(NC(=O)CCNC(=O)c2ccc([N+](=O)[O-])cc2)cc1S(=O)(=O)N(C)C
→ 0% | ? | 5%
#6 COc1ccc(C(=O)/C(=C/O)N=Nc2ccc(F)cc2)cc1
→ -16% | ? | 9%
#9 Cn1c(=O)n(C)c2cc3[nH]cnc3cc21
→ 52% | 2% | .
#3 COc1ccccc1CN1CCCC2(CCN(S(=O)(=O)c3ccccc3)CC2)C1
→ -1% | -8% | .

In another format: 2 of the compounds above.
[18] Cc1ccc(-c2ccc(/C=N/N3C(=O)C4C5C=CC(CC5)C4C3=O)o2)c([N+](=O)[O-])c1 (centres undefined)
[2] COc1ccc(OCCC(=O)Nc2ccc(S(N)(=O)=O)cc2)cc1

screen / no.	18	2
KAT2A inh	-1%	1%
DT40 TDP1 no CPT	?	-8%
TDP1 inh	9%	5%

The list goes on:
nr	smiles	KAT2A inh	DT40 TDP1 no CPT	TDP1 inh
21	Nc1ccc(C(=O)NCCCSc2ccccc2)cc1[N+](=O)[O-]	-5%	?	-3%
22	CC(NC(=O)c1ccc(N(C)C)cc1)C1CC2CCC1C2 (centres undefined)	-2%	?	-5%
23	O=C(Nc1ccccc1)N(CCN1CCOCC1)Cc1cccc(Cl)c1	-1%	-1%	2%
24	O=C(CCCN1C(=O)/C(=C/c2cccc(Br)c2)SC1=S)Nc1ccccn1	-3%	?	-3%
25	O=C(Nc1c(F)c(F)c(F)c(F)c1F)C1CCCCC1	1%	1%	2%
26	C=C1CC[C@@]23CC[C@]4(C)[C@@](OC2=O)([C@@H]3C1)[C@H]1O[C@H]1C1[C@@]2(C)CC[C@H](O)C(C)(C)C2CC[C@]14C (some centres undefined)	-2%	?	.
27	COc1cc2c(cc1NS(=O)(=O)c1cccc(C#N)c1)n(C)c(=O)n2C	22%	?	11%
28	O=C(NNc1ncnc2c1cnn2-c1cccc(Cl)c1)c1ccco1	-5%	-11%	0%
29	CCN1CCN(Cc2ccc(NC(=O)Nc3ccccc3)cc2)CC1	-8%	-15%	3%
30	CC(=O)Nc1ccc(S(=O)(=O)N2CCC(c3nnnn3-c3ccccc3)CC2)cc1	-1%	?	5%
31	CN(C)/N=C/c1cc([N+](=O)[O-])ccc1O	-6%	?	5%
32	COC(=O)C1(Cc2ccccc2)NC(c2ccc(F)cc2)C2C(=O)N(C)C(=O)C21 (centres undefined)	-2%	?	-2%
33	COC(=O)COc1ccc(S(=O)(=O)N2CCN(c3ccc(F)cc3)CC2)cc1	-4%	-4%	5%
34	Cc1ccc(CN2CC(C(=O)Nc3cc(C)ccn3)CC2=O)cc1 (centres undefined)	2%	1%	.
35	CC(=O)N1CCN(S(=O)(=O)c2cccc(C(=O)OCc3cccc(F)c3)c2)CC1	-3%	23µM*	-1%
36	O=C(COC(=O)c1cccnc1Cl)NCc1cccs1	-11%	-3%	-3%
37	Cc1ccccc1C(=O)Nc1ccc(C(=O)O)cc1NC(=O)c1ccccc1C	17%	-1%	.
38	Cc1cccc(NC(=O)CCN2C(=O)C3C4C=CC(C4)C3C2=O)c1 (centres undefined)	1%	0%	-2%
39	CN1CCN(C(=O)c2cc(-c3cccc(Cl)c3)on2)CC1	0%	-29%	3%
40	COc1ccccc1-c1cnn2c(NC3CCCC3)cc(C)nc12	-9%	21µM*	.

Two entries picked at random from the list so far:
nr	smiles	KAT2A inh	DT40 TDP1 no CPT	TDP1 inh
23	O=C(Nc1ccccc1)N(CCN1CCOCC1)Cc1cccc(Cl)c1	-1%	-1%	2%
26	C=C1CC[C@@]23CC[C@]4(C)[C@@](OC2=O)([C@@H]3C1)[C@H]1O[C@H]1C1[C@@]2(C)CC[C@H](O)C(C)(C)C2CC[C@]14C (some centres undefined)	-2%	?	.

Following part.
nr	smiles	KAT2A inh	DT40 TDP1 no CPT	TDP1 inh
41	Cc1ccc(NC(=O)Cn2nnc3sc4c(c3c2=O)CCCC4)c(C)c1	-2%	?	-2%
42	Clc1cccc(-c2nc(NCCN3CCOCC3)c3ccccc3n2)c1	-7%	?	11%
43	COc1cc(OC)c2c(c1Cl)O[C@@]1(C2=O)[C@H](C)CC(=O)C[C@@H]1OC	5%[21.4 µM]	.	16%[21 µM]
44	CN(CCOC(=O)C1c2ccccc2Oc2ccccc21)C(C)(C)C	-14%	-14%	2%
45	Nc1ccc(Oc2ccc3c(c2)C(=O)N(CC2CCCO2)C3=O)cc1 (centres undefined)	0%	-11%	6%
46	COc1ccc(C[C@@H](NS(=O)(=O)c2ccc(C(=O)O)cc2)C(=O)O)cc1	-2%	.	6%
47	CN(C)c1ccc(NC(=O)CC(NCc2cccnc2)C(=O)O)cc1 (centres undefined)	-7%	-15%	.
48	COC(=O)n1c(=S)oc2cc(Cl)ccc21	-3%	.	3%
49	CC(=O)Nc1ccc(NC(=O)CN(C)S(=O)(=O)c2ccc3ccccc3c2)cc1	-25%	1%	6%
50	COc1ccc(NC(=O)CSCc2cc(=O)n3ccsc3n2)cc1	1%	23%	4%
51	O=C(O)CCCCCNC(=O)c1ccncc1	?	-12%	2%
52	O=C(NC(=S)NCC1CCCO1)c1ccccc1F (centres undefined)	-15%	-8%	0%
53	Cc1nc(C)c(-c2csc(Nc3ncccc3C)n2)s1	1%	?	1%
54	CN(C)S(=O)(=O)c1ccc(Cl)c(NC(=O)CN2CCCC2)c1	-3%	-4%	2%
55	NC(=O)CC(NC(=S)NCc1ccccc1)C(=O)O (centres undefined)	83%[activator]	7%	5%
56	CC1CCCC(NC(=O)CSc2nncs2)C1C (centres undefined)	2%	?	2%
57	FC(F)(F)c1cccc(NC(=S)NNC(=S)NCc2ccccc2)c1	-8%	26µM*	11%
58	N#Cc1c(-c2ccccc2)cc(-c2ccccc2)nc1SCC(O)CS(=O)(=O)Cc1ccccc1 (centres undefined)	-6%	5.8µM*	-8%[12.3 µM]
59	CCOC(=O)N1CCN(C(=O)COC(=O)CNC(=O)c2ccc(C)cc2)CC1	-4%	6%	1%
60	O=C(CCc1nnc(CCCCc2ccccc2)o1)N1CCCC(O)C1 (centres undefined)	1%	16%	-1%
61	CC(C)(C)NC(=S)NCc1ccc2c(c1)OCO2	-4%	-11%	1%
62	CC(=O)Nc1sc2c(c1C#N)CCN(Cc1ccccc1)C2	-2%	-22%	.
63	CCOc1ccc(NC(=O)C2CCCN(S(=O)(=O)c3cccc4nsnc34)C2)cc1 (centres undefined)	-6%	16µM*	5%
64	COc1ccc(Nc2cccc(Cl)c2)c(C(=O)O)c1	-6%	-23%	-5%
65	CC(NC(=O)c1c(O)c2ccccc2n(C)c1=O)c1ccccc1 (centres undefined)	-16%	18µM*	.
66	CC(=O)Nc1nnc(-c2ccc(Cl)s2)o1	-14%	-7%	-1%
67	COc1ccc(/C=N/N2C(C)CCCC2C)cc1O (centres undefined)	-7%	7%	.
68	Cc1cccc(C)c1NC(=O)CSc1n[nH]c(=O)n1C1CC1	-3%	-7%	-3%
69	COCC(=O)OCc1cc2cccc(C)c2[nH]c1=O	-2%	?	.
70	COc1ccc(S(=O)(=O)N2CCCCCC2)cc1C(=O)NCc1ccc(C)cc1	-9%	?	0%
71	Nc1c(C(=O)N2CCCC2)sc2nc3c(cc12)CCCCCC3	5%	?	6%
72	CSc1ccc(Cl)c(C(=O)NCCCn2ccnc2)c1	-14%	-15%	.
73	CCN(CC(=O)NC1CC1)S(=O)(=O)c1ccc(C)cc1	-3%	16%	3%
74	Cc1ccc(C(C)C)cc1OCC(=O)NCCCn1ccnc1	0%	23µM*	1%
75	CCN(CC(=O)Nc1ccc(NC(C)=O)cc1)C(=O)C1CC(=O)N(CCc2ccc(OC)c(OC)c2)C1 (centres undefined)	-6%	-3%	0%
76	CCOc1cc(C(=O)NCc2ccc(F)cc2)ccc1OCC(=O)N1CCCCC1	0%	3%	0%
77	CCC(CC)C(=O)Nc1c2c(nn1-c1ccc(F)cc1)CS(=O)(=O)C2	0%	2%	.
78	O=C(O)Cc1nc2nc3c(c(=O)n2[nH]1)CCCC3	-19%	-10%	6%
79	CCNc1ncc2ncc(=O)n(CCOC)c2n1	-19%	?	.
80	CCOC(=O)CSc1nc2cc(C(=O)N3CCCC3)ccc2c(=O)n1Cc1ccccc1	-7%	?	3%
81	CCOc1ccc(CN(C)C(=O)CCl)cc1	-4%	2.9µM*	-5%
82	CCOc1ccc(NC(=O)CN2C(=O)CSC2=O)cc1	10%	?	0%
83	CCN1CCN(C(c2ccc(OC)cc2)c2c(O)cc(C)n(CCOC)c2=O)CC1 (centres undefined)	-4%	6%	-11%
84	CN(C(=O)c1cccnc1)c1nnc(-c2ccccn2)s1	-16%	7%	5%
85	CCOC(=O)COc1ccc(/C=C/[N+](=O)[O-])c(OCC(=O)OCC)c1	22%	21µM*	-2%
86	O=C(c1ccc2c(c1)N(Cc1cccc(Cl)c1)C(=O)c1ccccc1S2(=O)=O)N1CCN(c2ccccn2)CC1	-8%	13µM*	6%
87	Cc1c(N=C(N)/N=C(\N)Nc2ccc(Br)cc2)c(=O)n(-c2ccccc2)n1C	36%[activator]	?	-6%
88	COc1cc(C)c(CN2CCN(CC(=O)Nc3ccccc3C(=O)NC3CC3)CC2)cc1OC	2%	-5%	2%
89	CCC1CCCCN1CCCNC(=O)CN1C(=O)CSc2ccc(S(=O)(=O)N3CCOCC3)cc21 (centres undefined)	-3%&-3%	29%&4%	0%&5%
90	Cc1ccc(-c2noc(CN3CCOCC3)n2)cc1	-15%	10%	0%
91	COc1ccccc1OCc1ccc(C(=O)N/N=C/c2ccco2)cc1	-7%	6%	3%
92	O=C(CSc1n[nH]c(=O)n1Cc1ccccc1)Nc1ccc(N2CCOCC2)cc1	-16%	-3%	-9%
93	O=C(c1nsnc1-c1ccccc1O)N1CCCCC1	1%	-18%	3%
94	Oc1[nH]c2ccccc2c1/C=N/N1CCCCC1	?	-21%	2%
95	Cc1ccccc1CCNC(=O)C1CC(O)CN1C(=O)Nc1ccccc1 (centres undefined)	-5%	?	.
96	CCOc1cccc(CN2CCC(n3nccc3NC(=O)c3ccc4c(c3)OCO4)CC2)c1	-1%	?	7%
97	COc1cccc(OCc2nc(-c3cccc([N+](=O)[O-])c3)no2)c1	-15%	?	7%
98	O=C(NCCCN1CCCC1=O)c1ccc(S(=O)(=O)Nc2ccccc2F)cc1	2%	-22%	0%
99	CC(C)(C)c1ccc(C(=O)O/N=C(\N)c2ccccn2)cc1	-7%	-22%	.
100	O=S(=O)(c1ccccc1)N1CCC(n2cnc3ccccc32)CC1	-5%	-17%	.
